High-throughput results deposited in PubChem BioAssay by several laboratories.
HDAC3 inhib = HDAC3 deacetylase inhibitors, primary screen, biochemical, fluorescence, cell-free homogeneous | Histone deacetylase 3 (Homo sapiens), O15379 | recombinant HDAC3, fluorogenic peptide/trypsin coupled | inhibition, % at 8.3 µM | actives 0.15% (n = 320,000) | AID 2718, 2010; in the data active = inhibition above about 26%, passing the limit was not always enough
Target sequence (O15379 whole entry, looked up): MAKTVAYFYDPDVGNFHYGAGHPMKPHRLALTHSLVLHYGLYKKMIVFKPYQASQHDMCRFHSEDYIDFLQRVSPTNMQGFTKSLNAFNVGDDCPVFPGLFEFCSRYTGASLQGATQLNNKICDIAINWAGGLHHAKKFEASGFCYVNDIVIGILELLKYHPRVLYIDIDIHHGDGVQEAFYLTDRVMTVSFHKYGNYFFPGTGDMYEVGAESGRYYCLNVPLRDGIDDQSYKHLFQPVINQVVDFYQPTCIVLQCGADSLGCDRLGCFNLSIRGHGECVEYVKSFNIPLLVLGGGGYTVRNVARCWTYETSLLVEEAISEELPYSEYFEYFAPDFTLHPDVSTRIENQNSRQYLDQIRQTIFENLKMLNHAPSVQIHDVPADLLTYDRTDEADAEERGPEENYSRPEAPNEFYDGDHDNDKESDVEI
HSF1 inhib = HSF1 inhibitors in luciferase reporter cells, primary screen, cell-based, NIH3T3, luminescence; actives 0.77% (n = 300,000); NIH3T3-HGL HSE-luciferase, MG132-induced, luminescence 8 h; hits give low values; activity change, negative = inhibition, % at 7.5 µM (by protocol);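 active = more than half of replicate wells show activity change below -50%, luminescence cut by over half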;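 note: luciferase reports HSF-1 transcriptional activity via heat shock element; 0% = median of DMSO wells and -100% = zero luminescence signal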
HSF-1 act = HSF-1 activators, primary screen, NIH3T3-HGL cells, MG132 stress, luminescence, single point. NIH3T3-HGL HSF-1 luciferase reporter, 8 h; 100% = twice DMSO control signal. activation, % at 9 µM. actives 1.7% (n = 300,000). AID 504408, 2011;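 active = mean replicate activation of at least 50% with a set share of replicates each reaching 50%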;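 note: 0% = median of the neutral control wells and 100% = twice that signal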
aSyn 5UTR inh = MLPCN primary screen, SNCA 5' untranslated region | actives 0.82% (n = 300,000) | inhibition, % (tested at 7.5 µM) | AID 1813, 2009 | alpha-synuclein 5'UTR reporter, inhibitor activity; in the data active = inhibition above about 60%;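 note: H4 neuroglioblastoma cells stably carrying SNCA 5'UTR luciferase fusion; 0% = DMSO wells and 100% = positive control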
HIF act = HIF pathway transcriptional activators, primary screen, cell-based, U2OS HRE-luciferase, luminescence; U2OS HRE-luciferase reporter; normalized: DMSO 0%, desferrioxamine 100%; activation, % at 7.5 µM (by protocol); actives 0.32% (n = 300,000);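 active = mean activation of at least 10% of the iron chelator positive control signal, with at least half of replicates also reaching 10%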
Platelet DG rel = inhibitors of platelet dense granule secretion, primary screen, cell-based, MLPCN, human platelets; human platelet-rich plasma, SFLLRN dense granule ATP release, luminescence; inhibition, %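 (compounds screened at 7.5 µM in platelet-rich plasma)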; actives 0.22% (n = 300,000); AID 1663, 2009;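 active = mean replicate score, as percent of positive control, at or above 50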
AI-2 QS mod = Vibrio harveyi AI-2 quorum sensing modulators, primary screen, JMH597 strain, luminescence/OD600 ratio | actives 0.4% (n = 300,000) | Vibrio harveyi JMH597 AI-2 luminescence/OD600 ratio, 9 h; hits give low values; strain lacks LuxN and CqsS sensors; 0 = neutral-control median | AID 2094, 2009 | activity change, % at 7.5 µM; in the data active = activity change below about -75%, passing the limit was not always enough;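 note: luminescence divided by OD600 gain over 9 h not by final OD600 alone; inactives centre near 13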
HSP90 inh = HSP90 inhibitors, primary screen, cell lysate, luminescence | inhibition, % at 5.6 µM | AID 1789, 2009 | Rabbit reticulocyte lysate, luciferase refolding luminescence, 3 h | Heat shock protein HSP 90 (rabbit reticulocyte lysate; luciferase refolding) | actives 0.91% (n = 290,000);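 active = inhibition above the screen-wide mean plus 3 SD, computed separately per campaign, cut at about 16% in these data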;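 note: 0% = DMSO wells and 100% = 60 µM geldanamycin wells; inhibitors lower the luminescence because luciferase stays unfolded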
IEC-6 tox = cytotoxicity in IEC-6 intestinal epithelial cells, primary screen, cytotoxicity control for KLF5 inhibitor project, cell-based, luminescence. actives 0.78% (n = 290,000). inhibition, % at 5 µM. IEC-6 cytotoxicity, luminescence viability. AID 1825, 2009; in the data active = inhibition above about 22%;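 note: 0% = plate median of test compound wells and 100% = cytotoxic reference compound wells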
KLF5 inhibitor = KLF5 expression inhibitors, primary screen, DLD-1 cells, luminescence; actives 0.23% (n = 290,000); DLD-1 KLF5 promoter-luciferase reporter; inhibition, % at 5 µM;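 active = inhibition above a per-plate limit of that plate's mean compound inhibition plus 3 SD, cut at about 60% in these data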;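 note: 0% = DMSO wells and 100% = LY294002 at 200 µM; higher means less KLF5 promoter-driven luciferase light; inactives centre near -14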
An asterisk follows results filed as active; x = not tested or not shown. Outcome played no part in choosing rows. Share with any hit: about 5%.

SMILES | HDAC3 inhib | HSF1 inhib | HSF-1 act | aSyn 5UTR inh | HIF act | Platelet DG rel | AI-2 QS mod | HSP90 inh | IEC-6 tox | KLF5 inhibitor
CC(=O)N1CCCc2cc(S(=O)(=O)N3CCC(C)CC3)ccc21 | 0 | 0 | 5 | -11 | -0.3 | -8 | 4 | -1 | -2 | -14
CN(CC1CCOCC1)C(=O)CC1C(=O)NCCN1Cc1ccccc1F (centres undefined) | -1 | -5 | 9 | 0 | 0.2 | -1 | 5 | -3 | -3 | -30
Cc1ccc(C(=O)Nc2nc(-c3cccnc3)cs2)o1 | 4 | 9 | 17 | -101 | 0.7 | 1 | 1 | 0 | 6 | -3
COc1ccc(C2CCCN2C(=O)Nc2ccc(F)cc2)cc1OC (centres undefined) | 1 | -12 | 1 | 30 | 0.1 | 8 | 0 | 3 | -2 | 4
CCN(CC(=O)Nc1c(F)cccc1F)C(=O)C1CCN(S(=O)(=O)c2ccc(F)cc2)CC1 | -4 | -1 | -12 | -5 | -0.1 | -2 | 18 | x | x | x
COc1cccc(CN2CCN(c3ncccn3)CC2)c1 | -3 | -10 | 5 | 1 | 0.5 | 8 | 14 | -4 | -4 | -14
CCOc1ccc(Nc2ncnc3c2cnn3-c2ccccc2)cc1 | 4 | 7 | 19 | -14 | 0.5 | 1 | 17 | -6 | -1 | -5
C/C(=N\Nc1ncc(Cl)cc1Cl)c1ccc(C#N)cc1 | 0 | -9 | -23 | -39 | -0.3 | 5 | 18 | 0 | -4 | -57
COc1cccc(CNC(=O)CN2c3cccc4cccc(c34)S2(=O)=O)c1 | -9 | 4 | 7 | 1 | 0.1 | -13 | 27 | x | x | x
CC1(OC(=O)C2CCCC2)C(=O)C=C2C=C(c3ccsc3)N(CCCCO)C=C2C1=O (centres undefined) | 2 | -1 | 0 | 6 | 0.1 | 2 | 40 | x | x | x
CCOC(=O)CN1C(=O)C2(OCCCO2)c2cc(Br)ccc21 | -3 | 4 | 7 | -19 | 2.8 | -8 | -4 | 7 | 3 | -30
Cc1nn(C)cc1/C=N/NC(=S)Nc1ccccc1 | 9 | 5 | 26 | -137 | 1.9 | 2 | 8 | 6 | 4 | -68
COc1ccc(N2C(=O)CSC23C(=O)Nc2ccccc23)cc1 (centres undefined) | 6 | -2 | -21 | 21 | 0.0 | -3 | -3 | 0 | -6 | -16
Cn1c(C(=O)N2CCN(C(=O)c3ccco3)CC2)cc2c(=O)n(C)c3ccccc3c21 | 1 | -3 | 2 | 7 | 0.3 | -1 | 16 | -3 | 8 | -43
O=C(Nc1ccc2c(c1)OCCO2)c1cccc(C(=O)Nc2ccc3c(c2)OCCO3)c1 | 7 | 20 | 40 | -148 | 1.1 | 5 | 0 | -2 | 5 | -101
CC1CCC(C(C)C)C(OCC(O)C[N+]2(C)CCCCC2)C1 (centres undefined) | 1 | -4 | -14 | 11 | -0.3 | 0 | -1 | 5 | 2 | -33
COc1ccc(Cc2nnc(SCC(=O)NC(C)c3ccccc3)o2)cc1 (centres undefined) | -4 | -2 | -19 | 18 | 0.2 | 4 | 27 | 0 | -8 | 3
COc1ccccc1-c1nc(-c2ccccn2)no1 | -4 | -10 | -7 | 77* | -2.5 | 25 | 14 | 47* | 18 | -11
Cc1ccc(S(=O)(=O)N2CCC(C(=O)OCC(=O)N3CCCC3=O)CC2)cc1C | -4 | -7 | -2 | 7 | -0.6 | 4 | 21 | x | x | x
O=C(O)Cc1ccc(C(=O)c2cccs2)s1 | 2 | -2 | 17 | 1 | 0.8 | 5 | 33 | 1 | 2 | -23
COCC(C)NC(=O)c1cc2c(ccc3ccccc32)oc1=O (centres undefined) | -198 | 2 | -7 | -5 | 0.6 | -2 | 7 | 10 | 7 | 3
Nc1c(C(=O)NCCN2CCOCC2)c2nc3ccccc3nc2n1-c1ccc2c(c1)OCO2 | 0 | 2 | 8 | -34 | -0.1 | -7 | 9 | 3 | 5 | -31
Nn1cnc2cc3ccccc3cc2c1=O | -5 | -5 | 5 | -14 | -0.2 | 8 | 24 | -2 | 2 | -15
Cc1cc(C)cc(OCC(=O)Nc2cccc(-c3nnc(-c4ccco4)o3)c2)c1 | 0 | 9 | 33 | -53 | 0.7 | -4 | -25 | 5 | -8 | 0

An excerpt from further up:
SMILES | HDAC3 inhib | HSF1 inhib | HSF-1 act | aSyn 5UTR inh | HIF act | Platelet DG rel | AI-2 QS mod | HSP90 inh | IEC-6 tox | KLF5 inhibitor
CC(=O)N1CCCc2cc(S(=O)(=O)N3CCC(C)CC3)ccc21 | 0 | 0 | 5 | -11 | -0.3 | -8 | 4 | -1 | -2 | -14
CN(CC1CCOCC1)C(=O)CC1C(=O)NCCN1Cc1ccccc1F (centres undefined) | -1 | -5 | 9 | 0 | 0.2 | -1 | 5 | -3 | -3 | -30

(more compounds)
SMILES | HDAC3 inhib | HSF1 inhib | HSF-1 act | aSyn 5UTR inh | HIF act | Platelet DG rel | AI-2 QS mod | HSP90 inh | IEC-6 tox | KLF5 inhibitor
C/C(=N/NC(=O)c1cccnc1)C1=C(O)CC(C)(C)CC1=O | 16 | 10 | 36 | -18 | -0.1 | 2 | 31 | 1 | 0 | -5
CN(C)C(=O)CSc1nnc(Cc2ccc([N+](=O)[O-])cc2)o1 | 1 | -2 | -3 | 18 | -0.2 | 1 | -2 | 1 | 4 | -12
O=C(Nc1nc(-c2ccccn2)cs1)Nc1ccc(F)cc1F | 9 | 15 | 10 | 39 | 3.2 | 3 | 34 | 3 | 50* | -3
N#CCSc1nc(Nc2ccc3c(c2)OCO3)c2ccccc2n1 | 11 | -1 | 8 | 20 | -0.2 | -4 | -18 | 1 | -3 | -48
O=C(CCS(=O)(=O)c1cc2c(cc1Cl)NC(=O)CO2)NCCc1ccccc1 | 10 | -6 | -11 | 23 | 0.0 | 22 | 12 | -3 | -5 | 0
CC(=O)Nc1ccc(/C(C)=N/Nc2nc(Nc3ccccc3)nc(N3CCOCC3)n2)cc1 | 12 | 7 | 2 | -43 | 0.8 | 13 | 52 | 0 | 20 | -22
Cc1nc(NC(=O)C2CC2)sc1C(=O)N1CCCCC1 | -2 | -5 | 3 | 3 | -0.5 | -3 | 8 | 0 | 0 | -41
O=C(COc1coc(CN2CCN(c3ccccc3)CC2)cc1=O)NCC1CCCO1 (centres undefined) | 5 | 5 | -10 | 3 | 0.0 | 6 | -7 | x | x | x
CN(C)c1ccc2nc3c(=O)[nH]c(=O)nc-3n(CC(O)C(O)C(O)CO)c2c1 (centres undefined) | x | -7 | -1 | 23 | -1.8 | 6 | 6 | 3 | 5 | 16
CCN(CC(=O)Nc1sc2c(c1C#N)CCC(C)C2)Cc1nc2ccccc2c(=O)[nH]1 (centres undefined) | -4 | -8 | -10 | 22 | 0.1 | -3 | 21 | 1 | -5 | -26
Cc1ccc(S(=O)(=O)CCC(=O)Nc2sccc2C#N)cc1 | 9 | -1 | -12 | -15 | -0.3 | 12 | 14 | x | x | x
CS(=O)(=O)NCc1ccc(C(=O)O)cc1 | 1 | -5 | 10 | 19 | -0.5 | 0 | 11 | 0 | -3 | -37
O=C(CN1C(=O)c2ccccc2S1(=O)=O)Nc1ccccc1C(=O)NCc1ccco1 | -1 | -2 | 2 | 1 | -0.1 | 9 | 5 | 0 | -1 | -2
C[N+]1(CC(=O)Nc2ccccc2Cl)CCN(C(=O)c2cccs2)CC1 | 0 | -4 | 11 | 3 | -0.5 | 0 | 22 | 3 | -4 | -45
CCn1cc(C(=O)N[C@H](C(=O)O)C(C)C)c(=O)c2cc3c(cc21)OCO3 | 8 | 0 | -13 | 4 | -1.7 | -3 | 4 | 1 | 0 | -17
c1ccc(-c2ccccc2OCCCCN2CCCCCC2)cc1 | 1 | 6 | 8 | -21 | -0.1 | 1 | 9 | 2 | -1 | -8
O=C(/C=C/c1ccccc1)c1c[nH]c2ccccc12 | 4 | 54 | 111* | -98 | 1.0 | 8 | -11 | 0 | -9 | -116
O=C(NCc1cccs1)C(=O)c1cn(CC(=O)N2CCOCC2)c2ccccc12 | 6 | -5 | 10 | 0 | -0.3 | -2 | 11 | 2 | -2 | -12
Cc1ccc(N(Cc2cc3cc(C)ccc3[nH]c2=O)C(=O)c2cccs2)cc1 | x | 5 | -3 | -3 | -0.4 | -15 | 19 | 3 | 2 | -15
CCc1ccc2c(CC(=O)Nc3nnc(C4CC4)s3)coc2c1 | -2 | 16 | 11 | -5 | -0.2 | 3 | -4 | 2 | 3 | -13
COc1cccc(NC(=O)C(=O)N/N=C/c2cc(C)n(-c3ccc(Cl)c(Cl)c3)c2C)c1 | -3 | 4 | 13 | 17 | -4.0 | -13 | -1 | 6 | 6 | 1
Cc1nc2cccnc2nc1C | 2 | -4 | 7 | -3 | -0.3 | 6 | 10 | -1 | 0 | -24
O=C(NC1CC1)C1CCN(S(=O)(=O)c2ccc(Cl)cc2)CC1 | 4 | -2 | 4 | -29 | -0.1 | -6 | 48 | 0 | -3 | -21
C=CCn1c(SCc2nc3c(c(=O)[nH]c(=O)n3CCCC)n2CCC)nnc1-c1ccccc1 | 2 | 23 | 16 | 14 | -0.2 | 0 | 32 | -1 | 6 | 14
CN(Cc1ccccc1)C(=O)CSc1nc2ccccc2[nH]1 | -6 | 10 | 37 | -94 | 2.7 | -9 | x | 1 | 0 | -14
c1ccc(NC2=NCCN2CC2CCCC2)cc1 | -3 | -2 | -11 | 7 | 0.0 | -1 | 7 | 2 | -1 | -11
O=C(NCc1ccccc1)N1CCNCC1 | -6 | -2 | 26 | 2 | 0.5 | -1 | 12 | -6 | -5 | -16
O=C(Cc1ccccc1)Nc1cccc(C(=O)O)c1O | -24 | 8 | 26 | 12 | -0.1 | -8 | 14 | -1 | -1 | -13
CC(C)(C)NC(=O)COC(=O)c1cc(F)c(F)cc1Cl | -4 | 4 | 13 | 2 | 0.4 | x | 14 | 3 | 4 | -43
COC(=O)[C@]1(Cc2ccccc2)N[C@H](c2ccc(-c3cc(C(C)=O)cs3)cc2)[C@@H]2C(=O)N(C)C(=O)[C@@H]21 | 4 | -11 | -10 | 32 | 0.7 | 5 | 19 | x | x | x
CC1(C)N=C(SCC(=O)Nc2ccc(Cl)cc2Cl)C(c2ccccc2)=N1 | -6 | 11 | -1 | -39 | -0.5 | 2 | 16 | 6 | 0 | -4
CC(C)(C)Nc1cccccc1=O | 0 | -4 | 5 | 10 | -0.5 | -1 | 21 | -2 | -6 | -14
Cc1ccccc1CC1(CO)CCCN(Cc2nc(-c3cccs3)oc2C)C1 (centres undefined) | 1 | 2 | 16 | 3 | 0.2 | 5 | 15 | 3 | -8 | 9
O=C(OC(C(=O)NC1CCCCC1)c1ccccc1F)c1ccco1 (centres undefined) | -3 | 3 | -11 | 20 | -0.4 | -18 | 10 | -2 | -1 | -20
O=C(NCC(c1cccnc1)N1CCOCC1)c1ccc2c(c1)OCO2 (centres undefined) | 1 | -8 | 2 | 1 | 0.6 | 1 | 11 | -3 | -8 | -22
